Screens (PubChem BioAssay)
All columns: NCI-60 one-dose screen, growth in % after 48 h at 10 µM unless noted; 100 = growth as untreated, 0 = no growth, -100 = all killed.
SW-620: SW-620 colon cancer. 5.2% of 82,000 active. AID 1794795
HCT-116: HCT-116 colon cancer | 7.3% of 82,000 active | AID 1794798
HCC-2998: HCC-2998 colon cancer | 4.7% of 79,000 active
SF-539: SF-539 CNS cancer. 6.8% of 81,000 active. AID 1794752
HCT-15: HCT-15 colon cancer; 5.2% of 82,000 active
SF-295: SF-295 CNS cancer cells. 5.6% of 79,000 active. AID 1794758
SNB-75: SNB-75 CNS cancer. 5% of 79,000 active. AID 1794750
SNB-19: SNB-19 CNS cancer cells. 2.5% of 81,000 active. AID 1794751
KM12: KM12 colon cancer cells. 5% of 82,000 active
The depositor's hits bear a star; & = joins results of further samples. Rule for the calls: active = growth percent below 10; inactive = the rest. An unsorted share of the library (roughly 11% active in at least one column).

`CC(=O)O[C@H]1CC[C@@]2(C)[C@@H](CC[C@@H]3[C@@H]2CC[C@@]2(C)[C@H]3CC[C@]2(O)C(C)=O)C1` gave SW-620 103.7, HCT-116 99.1, HCC-2998 96.5, SF-539 100.0, HCT-15 101.7, SF-295 94.4, SNB-75 94.9, SNB-19 101.7 and KM12 106.6.
For Cc1ccc(NC(=O)[C@H]2C[C@@H]2CN2CCN(C)CC2)cc1Nc1nccc(-c2cccnc2)n1 the results were SW-620 102.7, HCT-116 108.0, HCC-2998 110.2, SF-539 94.5, HCT-15 108.3, SF-295 106.0, SNB-75 86.9, SNB-19 109.0 and KM12 99.4.
For COc1cc(C2CC(C3C(=O)N(C)C(=O)N(C)C3=O)=NN2c2ccc(Cl)cc2)cc(OC)c1OC (stereo not given) the results were SW-620 100.8, HCT-116 63.6, HCC-2998 104.7, SF-539 87.2, HCT-15 98.7, SF-295 100.5, SNB-75 77.2, SNB-19 92.4 and KM12 97.7.
CN1CCN(Cc2ccc(NC(=O)c3cncc(C#Cc4nc(N)nc5[nH]ncc45)c3)cc2C(F)(F)F)CC1 was read as SW-620 28.0, HCT-116 49.1, HCC-2998 132.8, SF-539 104.3, HCT-15 97.8, SF-295 107.8, SNB-75 85.0, SNB-19 107.5 and KM12 81.9.
`O=C(O)c1ccc(-n2c(-c3ccccc3)nc(-c3ccccc3)c2-c2ccccc2)cc1` gave SW-620 107.3, HCT-116 103.5, HCC-2998 112.7, SF-539 97.8, HCT-15 91.7, SF-295 92.3, SNB-75 93.6, SNB-19 92.7 and KM12 104.2.
Screening CCOc1ccccc1CNC(=O)C1c2ccccc2C(=O)N(CC(C)C)C1c1cccs1 (stereo not given) returned SW-620 111.1, HCT-116 98.6, HCC-2998 109.8, SF-539 105.5, HCT-15 106.0, SF-295 77.7, SNB-75 110.0, SNB-19 108.6 and KM12 102.3.
For NC1=C(C/C(N)=N\O)C(c2ccccc2Cl)c2c(ccc3ccccc23)O1 (stereo not given) the results were SW-620 63.1, HCT-116 83.8, HCC-2998 97.1, SF-539 83.6, HCT-15 47.7, SF-295 66.7, SNB-75 75.2, SNB-19 86.8 and KM12 67.5.
O=C(Nc1ccc(OCc2ccccn2)c(Cl)c1)c1cnccn1 was read as SW-620 107.2, HCT-116 97.7, HCC-2998 104.6, SF-539 97.8, HCT-15 96.8, SF-295 94.9, SNB-75 83.5, SNB-19 103.3 and KM12 104.4.
Screening CC1(CO)CCCC1NCCNC1CCCC1(C)CO (stereo not given) returned SW-620 101.4&103.8, HCT-116 102.4&88.6, HCC-2998 117.9&99.4, SF-539 104.8&103.0, HCT-15 99.0&96.8, SF-295 104.8&94.9, SNB-75 97.9&84.7, SNB-19 102.5&102.5 and KM12 100.0&122.4.
N#C/C(=C\c1ccc2c(c1)OCO2)C(N)=O was read as SW-620 98.5, HCT-116 63.7, HCC-2998 120.4, SF-539 94.3, HCT-15 94.2, SF-295 96.4, SNB-75 71.8, SNB-19 97.7 and KM12 104.4.
For N=C(N)SCc1ccccc1Cl the results were SW-620 108.5, HCT-116 100.4, HCC-2998 100.4, SF-539 102.8, HCT-15 103.2, SF-295 118.5, SNB-75 114.8, SNB-19 101.2 and KM12 113.0.
`O=c1[nH]c(NCc2nnnn2-c2cccc(Br)c2)nc2sc3c(c12)CCCC3` gave SW-620 98.3, HCT-116 91.8, HCC-2998 107.1, SF-539 96.0, HCT-15 107.1, SF-295 102.5, SNB-75 83.5, SNB-19 94.6 and KM12 93.8.
O=C(Nc1cc(F)ccc1C1=NCC(CO)O1)c1ccccc1 (stereo not given) was read as SW-620 108.9, HCT-116 96.9, HCC-2998 95.4, SF-539 107.1, HCT-15 99.7, SF-295 94.9, SNB-75 108.9, SNB-19 108.5 and KM12 97.6.
`O=C(O)c1ccc(I)cc1` gave SW-620 111.0, HCT-116 94.7, HCC-2998 100.3, SF-539 105.6, HCT-15 104.1, SF-295 104.4, SNB-75 103.1, SNB-19 100.8 and KM12 101.5.
`Nc1c(C(=O)Nc2cccc3cccnc23)sc2nc3c(cc12)CN(Cc1ccccc1)CC3` gave SW-620 105.1, HCT-116 80.4, HCC-2998 116.0, SF-539 107.4, HCT-15 100.6, SF-295 102.7, SNB-75 100.4, SNB-19 94.4 and KM12 95.4.
`CC(=O)[C@@]1(O)CC[C@H]2[C@@H]3CCC4=CC(=O)CC[C@]4(C)[C@H]3[C@H](O)C[C@@]21C` gave SW-620 107.3, HCT-116 104.3, HCC-2998 107.8, SF-539 96.3, HCT-15 102.5, SF-295 101.9, SNB-75 91.2, SNB-19 94.8 and KM12 102.7.
For Cc1nn(-c2ccc(Cl)cc2)c2ncnc(N/N=C/c3cccc([N+](=O)[O-])c3)c12 the results were SW-620 88.9, HCT-116 103.6, HCC-2998 94.8, SF-539 106.4, HCT-15 100.2, SF-295 101.2, SNB-75 99.2, SNB-19 96.4 and KM12 66.5.
For COc1ccc(C=NCCN=Cc2ccc(OC)cc2)cc1 the results were SW-620 100.7, HCT-116 94.3, HCC-2998 98.6, SF-539 101.4, HCT-15 92.8, SF-295 108.5, SNB-75 92.6, SNB-19 119.2 and KM12 108.7.
Screening O=C(N/N=C/c1cccc(O)c1)c1ccc2nc(-c3ccc(Cl)cc3)[nH]c2c1 returned SW-620 93.7, HCT-116 62.3, HCC-2998 84.1, SF-539 67.6, HCT-15 95.6, SF-295 88.2, SNB-75 92.1 and KM12 37.3.
`CCOC(=O)C(Br)C(Br)c1ccccc1` (stereo not given) gave SW-620 99.0, HCT-116 70.0, HCC-2998 96.2, SF-539 91.3, HCT-15 101.6, SF-295 109.8, SNB-75 77.7, SNB-19 101.3 and KM12 105.0.
CCc1ccc2c(c1)N(CCO)C1=C(C(=O)OC1)C2c1cccc(Cl)c1 (stereo not given) was read as SW-620 26.0, HCT-116 15.3, SF-539 -12.6*, HCT-15 15.9, SF-295 -15.6*, SNB-75 18.9, SNB-19 36.4 and KM12 13.4.
For CN(C)c1ccc(/C=C2\C(=O)Nc3c2ccc(Cl)c3Cl)cc1 the results were SW-620 98.5, HCT-116 97.9, HCC-2998 118.3, SF-539 85.3, HCT-15 100.9, SF-295 89.4, SNB-75 96.8 and KM12 107.2.
CC(=O)N(N=O)c1ccc([N+](=O)[O-])cc1Cl was read as SW-620 71.6, HCT-116 44.9, HCC-2998 76.6, SF-539 72.7, HCT-15 54.6, SF-295 66.9, SNB-75 81.2, SNB-19 58.6 and KM12 69.0.
For O=[N+]([O-])c1cccc2cc(Br)cnc12 the results were SW-620 104.9, HCT-116 102.0, SF-539 105.3, HCT-15 91.6, SF-295 121.7, SNB-75 83.2, SNB-19 97.6 and KM12 111.0.

Ordered by formula weight (ascending): some entries from above
`O=C(O)c1ccc(I)cc1` gave SW-620 111.0, HCT-116 94.7, HCC-2998 100.3, SF-539 105.6, HCT-15 104.1, SF-295 104.4, SNB-75 103.1, SNB-19 100.8 and KM12 101.5.
For O=[N+]([O-])c1cccc2cc(Br)cnc12 the results were SW-620 104.9, HCT-116 102.0, SF-539 105.3, HCT-15 91.6, SF-295 121.7, SNB-75 83.2, SNB-19 97.6 and KM12 111.0.
For CN(C)c1ccc(/C=C2\C(=O)Nc3c2ccc(Cl)c3Cl)cc1 the results were SW-620 98.5, HCT-116 97.9, HCC-2998 118.3, SF-539 85.3, HCT-15 100.9, SF-295 89.4, SNB-75 96.8 and KM12 107.2.
`CCOC(=O)C(Br)C(Br)c1ccccc1` (stereo not given) gave SW-620 99.0, HCT-116 70.0, HCC-2998 96.2, SF-539 91.3, HCT-15 101.6, SF-295 109.8, SNB-75 77.7, SNB-19 101.3 and KM12 105.0.
`CC(=O)[C@@]1(O)CC[C@H]2[C@@H]3CCC4=CC(=O)CC[C@]4(C)[C@H]3[C@H](O)C[C@@]21C` gave SW-620 107.3, HCT-116 104.3, HCC-2998 107.8, SF-539 96.3, HCT-15 102.5, SF-295 101.9, SNB-75 91.2, SNB-19 94.8 and KM12 102.7.
Screening O=C(N/N=C/c1cccc(O)c1)c1ccc2nc(-c3ccc(Cl)cc3)[nH]c2c1 returned SW-620 93.7, HCT-116 62.3, HCC-2998 84.1, SF-539 67.6, HCT-15 95.6, SF-295 88.2, SNB-75 92.1 and KM12 37.3.

Later entries.
For O=C1NC2C(NC(=O)N2Cl)N1Cl (stereo not given) the results were SW-620 105.5, HCT-116 99.2, HCC-2998 101.7, SF-539 107.0, HCT-15 112.5, SF-295 108.5, SNB-75 81.4, SNB-19 104.4 and KM12 110.8.
For Clc1ccc2c(c1)CCc1cccnc1C2=C1CCNCC1 the results were SW-620 94.4, HCT-116 91.9, HCC-2998 99.7, SF-539 95.1, HCT-15 97.7, SF-295 105.5, SNB-75 53.9, SNB-19 100.1 and KM12 123.4.
Screening COc1cc(Cn2c(SCc3ccc(Cl)cc3)nc3ccccc3c2=O)cc(OC)c1OC returned SW-620 88.2, HCT-116 56.9, HCC-2998 109.9, SF-539 90.7, HCT-15 69.9, SF-295 96.3, SNB-75 66.1, SNB-19 81.7 and KM12 92.9.
`C/C(=N\N=C\c1ccc(O)cc1)c1nnn(-c2ccc(Cl)cc2)c1C` gave SW-620 99.7, HCT-116 99.0, HCC-2998 99.4, SF-539 88.9, HCT-15 89.5, SF-295 92.7, SNB-75 78.4, SNB-19 95.7 and KM12 87.6.
For O=C1C(C2SC(=S)N(C3CC3)C2=O)SC(=S)N1C1CC1 (stereo not given) the results were SW-620 96.4, HCT-116 92.4, HCC-2998 102.1, SF-539 100.2, HCT-15 88.6, SF-295 101.7, SNB-75 81.5, SNB-19 92.8 and KM12 96.8.
`C=CCc1c(C)nc(N)[nH]c1=O` gave SW-620 102.5, HCT-116 112.7, HCC-2998 108.0, SF-539 106.1, HCT-15 105.4, SF-295 103.9, SNB-75 105.9, SNB-19 101.2 and KM12 109.4.
For COc1cc(-c2cc(-c3ccc(Cl)cc3)[nH]c(=S)c2C#N)cc(OC)c1OC the results were SW-620 88.2, HCT-116 68.8, HCC-2998 96.9, SF-539 94.8, HCT-15 81.7, SF-295 71.6, SNB-75 74.3, SNB-19 97.2 and KM12 92.9.
`O=C(N/N=C/C[C@@H]1[C@@H](CO)[C@H](O)C[C@@H]1O)c1ccncc1` gave SW-620 100.6, HCT-116 95.0, HCC-2998 102.1, SF-539 100.1, HCT-15 109.4, SF-295 103.9, SNB-75 105.5, SNB-19 96.1 and KM12 102.9.
For O=c1[nH]c2ccc(Cl)cc2cc1CSc1ccccc1Nc1nccc(-c2ccc(C(F)(F)F)cc2)n1 the results were SW-620 75.7, HCT-116 45.7, HCC-2998 90.4, SF-539 64.3, HCT-15 79.4, SF-295 77.8, SNB-75 65.9, SNB-19 93.3 and KM12 78.9.
Cc1cc2ccccc2nc1-c1ccccc1F was read as SW-620 106.1, HCT-116 101.7, HCC-2998 109.3, SF-539 106.8, HCT-15 100.6, SF-295 107.1, SNB-75 112.1, SNB-19 109.9 and KM12 110.1.
For O=C(C(=O)c1ccc(O)c(O)c1)c1ccc(O)c(O)c1 the results were SW-620 124.9, HCT-116 99.2, HCC-2998 102.4, SF-539 104.2, HCT-15 96.6, SF-295 114.4, SNB-75 103.1, SNB-19 97.6 and KM12 100.8.
CCN1C(=O)N(CC)C2Nn3c(s/c(=C4\C(=O)N(CC(C)C)c5ccccc54)c3=O)=NC21 (stereo not given) was read as SW-620 35.7, HCT-116 14.4, HCC-2998 76.5, SF-539 7.6*, HCT-15 27.3, SF-295 42.4, SNB-75 14.1, SNB-19 54.7 and KM12 31.9.
NC(=O)C1=C[C@H]2[C@H]3C=C[C@@]2(O)C(=O)O[C@@H]3O1 was read as SW-620 40.3, HCT-116 18.4, HCC-2998 91.6, SF-539 65.6, HCT-15 44.8, SF-295 88.5, SNB-75 76.7, SNB-19 82.0 and KM12 84.9.
Screening CC(=O)c1ccc(NS(=O)(=O)c2ccc(-c3cnc(C4CC4)o3)cc2)cc1 returned SW-620 103.1, HCT-116 98.5, HCC-2998 107.9, SF-539 98.9, HCT-15 89.6, SF-295 95.7, SNB-75 90.5, SNB-19 89.8 and KM12 103.4.
For NCCC1CCCCCC1 the results were SW-620 100.8, HCT-116 101.0, HCC-2998 100.8, SF-539 92.7, HCT-15 85.6, SF-295 102.2, SNB-75 68.5, SNB-19 105.6 and KM12 102.9.
For COC(=O)C1(CC(=O)c2cc(Cl)ccc2Cl)NC(=S)NC(=O)C1C#N (stereo not given) the results were SW-620 116.2, HCT-116 108.3, HCC-2998 124.9, SF-539 101.0, HCT-15 107.3, SF-295 100.9, SNB-75 98.2, SNB-19 100.5 and KM12 107.7.
For COc1ccc2nc3nc4ccc[nH]c4cc3c2c1 the results were SW-620 95.7, HCT-116 103.8, HCC-2998 101.0, SF-539 94.0, HCT-15 82.9, SF-295 112.0, SNB-75 82.5, SNB-19 105.0 and KM12 52.1.
Screening COc1cc(-c2nc(SCC(=O)c3ccc(Br)cc3)[nH]c(=O)c2C#N)cc(OC)c1OC returned SW-620 103.7, HCT-116 95.0, HCC-2998 107.5, SF-539 97.7, HCT-15 103.8, SF-295 100.8, SNB-75 99.0, SNB-19 111.8 and KM12 99.5.
`CCOCC(C)C(OCC)OCC` (stereo not given) gave SW-620 102.9, HCT-116 96.0, HCC-2998 97.2, SF-539 112.0, HCT-15 101.8, SF-295 108.7, SNB-75 75.7, SNB-19 94.6 and KM12 103.2.
`O=C(CSc1nc(NC(=O)CN2CCN(c3cc4c(cc3F)c(=O)c(C(=O)O)cn4C3CC3)CC2)cc(=O)[nH]1)Nc1ccc(Cl)cc1` gave SW-620 101.1, HCT-116 106.1, HCC-2998 101.0, SF-539 102.9, HCT-15 98.9, SF-295 102.2, SNB-19 94.1 and KM12 99.6.
Screening CC(=O)C(=O)NCCCCCCC(=O)Nc1ccccc1 returned SW-620 111.1, HCT-116 110.0, HCC-2998 116.2, SF-539 103.2, HCT-15 102.4, SF-295 101.3, SNB-75 90.0, SNB-19 101.9 and KM12 108.4.
